Source: PubChem BioAssay (National Center for Advancing Translational Sciences (NCATS))
GLS inhibitor = glutaminase GLS (human) inhibition; O94925; GLS enzymatic activity, qHTS titration; Potency, µM (series often up to 45.5 µM), for the others: top-dose activity change, negative = inhibition, hits mostly inhibitors; 410,000 compounds, 0.21% hits; AID 624170; also: % is scaled to controls: 0 for no effect and ±100 for the full control effect
Target sequence (O94925 whole entry, looked up): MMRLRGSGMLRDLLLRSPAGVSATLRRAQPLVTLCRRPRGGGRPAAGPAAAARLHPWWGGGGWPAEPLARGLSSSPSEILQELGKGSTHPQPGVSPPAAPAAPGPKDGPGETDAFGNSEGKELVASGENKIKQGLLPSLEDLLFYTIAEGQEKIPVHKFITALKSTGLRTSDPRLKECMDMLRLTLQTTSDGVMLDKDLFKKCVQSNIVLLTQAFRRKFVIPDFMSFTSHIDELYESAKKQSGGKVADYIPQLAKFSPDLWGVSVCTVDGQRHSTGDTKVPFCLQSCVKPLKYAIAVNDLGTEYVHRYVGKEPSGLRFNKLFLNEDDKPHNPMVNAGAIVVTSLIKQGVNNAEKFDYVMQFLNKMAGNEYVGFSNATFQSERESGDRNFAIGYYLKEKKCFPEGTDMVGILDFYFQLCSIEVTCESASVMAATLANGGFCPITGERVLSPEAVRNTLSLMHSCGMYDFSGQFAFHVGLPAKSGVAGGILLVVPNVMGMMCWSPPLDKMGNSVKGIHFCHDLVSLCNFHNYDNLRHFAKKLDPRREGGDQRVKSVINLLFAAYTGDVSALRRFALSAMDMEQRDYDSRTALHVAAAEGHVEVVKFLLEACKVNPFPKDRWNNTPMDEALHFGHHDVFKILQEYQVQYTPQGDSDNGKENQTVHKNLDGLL
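Compounds were pin-transferred onto hKGA, after which L-glutamine (1 mM solution) and a detection mix of glutamate oxidase, HRP and Amplex Red were added. Initial and 30 min RT fluorescence reads were collected.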
Pin1 inhibitor = human Pin1 inhibition; Q13526; Pin1 FP peptide displacement, HiFluor488, 10 min; Potency, µM (doses to about 115 µM), inactives show at the highest dose activity, negative = inhibition, hits mostly inhibitors; 390,000 compounds, 0.009% hits; active = well fitted inhibition curve with a large enough effect in the polarisation, with a control signal flat, not every such curve was filed as active; inconclusive = small, poorly fitted or top-dose-only effect, or effect the other way, or a change in a side signal; inactive = no such curve, though single readings can be large or run the other way; the % refers to the polarisation; also: % is scaled to controls: 0 for no effect and ±100 for the full control effect
Target sequence (Q13526 whole entry, looked up): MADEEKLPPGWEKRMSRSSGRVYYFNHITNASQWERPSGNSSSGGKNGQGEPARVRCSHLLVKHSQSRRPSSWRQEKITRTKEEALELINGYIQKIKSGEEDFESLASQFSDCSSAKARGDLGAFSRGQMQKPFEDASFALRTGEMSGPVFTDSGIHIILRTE
HP1b chromo inh = inhibitors of HP1-beta chromodomain binding to methylated histone tails; P83916; AlphaScreen HP1-beta / biotin-H3K9me3 peptide binding; Potency, µM (doses to about 114 µM), without a hit: top-dose activity change, negative = inhibition, usual class: inhibitors; 390,000 compounds, 0.56% hits; AID 540317; also: nearly all actives have a fitted effect of over 70% in size; inactives centre near 23
Target sequence (P83916 whole entry, looked up): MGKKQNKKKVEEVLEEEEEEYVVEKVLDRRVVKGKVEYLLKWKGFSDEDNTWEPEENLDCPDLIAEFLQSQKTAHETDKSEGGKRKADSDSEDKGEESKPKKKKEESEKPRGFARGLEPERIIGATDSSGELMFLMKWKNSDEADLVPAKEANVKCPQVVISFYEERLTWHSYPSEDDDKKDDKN
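HP1-beta protein (50 nM final) preincubated 30 min at room temperature with biotinylated H3(1-18)K9me3 peptide (50 nM) in PBS pH 7.4, 0.01% Tween-20, then compound added for 30 min. AlphaScreen streptavidin donor/nickel chelate acceptor beads (10 ug/mL final), 30 min dark, luminescence read.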
JMJD2A Tudor = inhibitors of human JMJD2A Tudor domain; O75164; AlphaScreen JMJD2A-Tudor / H3K4me3 peptide binding; Potency, µM (doses to about 114 µM), for the others: top-dose activity change, negative = inhibition, usual class: inhibitors; 390,000 compounds, 4.4% hits; AID 504339; also: % is scaled to controls: 0 for no effect and ±100 for the full control effect; nearly all actives have a fitted effect of over 50% in size
POLI inh = inhibitors of human DNA polymerase iota | Q9UNA4 | Pol iota fluorescent replication assay, 10 min | Potency, µM (titrated, usually from 115 µM), for inactives: at the highest dose activity, negative = inhibition, usual class: inhibitors | 390,000 compounds, 1% hits | AID 588590
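Pol iota at 10 nM preincubated 15 min with compounds at room temperature; reaction started with fluorescent substrate, 50 nM final. Fluorescence read kinetically at 0 and 10 min; buffer-only wells as negative control.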
BLM helicase inh = inhibitors of human Bloom syndrome helicase BLM | P54132 | recombinant BLM DNA unwinding, fluorescence dequenching | Potency, µM (highest dose often 56.1 µM), without a hit: at the top dose activity change, negative = inhibition, actives largely listed as inhibitors | 350,000 compounds, 0.2% hits | AID 2528;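 also: plate controls were vehicle for no effect and no enzyme for full effect; nearly all actives have a fitted effect of over 35% in size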
PGK inhibitor = inhibitors of T. brucei phosphoglycerate kinase; P07378; PGK/GAPDH coupled, Kinase-Glo luminescence, 60 min; Potency, µM (titrated, usually from 57.5 µM), inactives show at the highest dose activity change, negative = inhibition, actives largely listed as inhibitors; 380,000 compounds, 0.043% hits; also: % is scaled to controls: 0 for no effect and ±100 for the full control effect; nearly all actives have a fitted effect of over 60% in size
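Luminescent ATP detection (Kinase-Glo Plus) follows a 60-minute room-temperature incubation, with wells lacking PGK as controls. Buffer: 100 mM TEA (pH 7.6), 5 mM MgCl2, 0.01% Tween-20. Coupling enzyme GAPDH (100 nM final) supplies unstable 1,3-BPG in-well.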
BAZ2B block = BAZ2B (human) inhibition; Potency, µM (top dose mostly 114 µM), for inactives: at the highest dose activity change, negative = inhibition, hits mostly inhibitors; 360,000 compounds, 4.4% hits; AlphaScreen BAZ2B-H3K14Ac peptide displacement; Q9UIF8; also: % is scaled to controls: 0 for no effect and ±100 for the full control effect; nearly all actives have a fitted effect of over 60% in size
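BAZ2B 50 nM plus b-H3(5-23)K14Ac 50 nM, PBS pH 7.4/0.01% Tween-20, 30 min RT; compound added (max 110 uM), 30 min RT; streptavidin donor/Ni-chelate acceptor beads 10 ug/mL final, 20 min dark; AlphaScreen read.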
G9a inh = blocks human histone lysine methyltransferase G9a. Q96KQ7. G9a H3K9 monomethylation, AlphaScreen, 2 h. Potency, µM (doses to about 102 µM), inactives show top-dose activity, negative = inhibition, hits mostly inhibitors. 350,000 compounds, 8.8% hits; also: % is scaled to controls: 0 for no effect and ±100 for the full control effect; nearly all actives have a fitted effect of over 75% in size
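G9a (20 nM) was preincubated 15 min with compound, then reacted 2 h at room temperature with 500 nM biotin-H3K9 peptide and 20 µM SAM. Monomethyl-H3K9 detected by AlphaScreen using anti-H3K9me1 antibody.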
* = called active by the depositor; i = inactive; ? = inconclusive; . = no result given; & = joins results of further samples; [ ] = another dose, or the depositor's remark. Unless noted, calls follow the shape of the dose curve; as a rule, active = well fitted curve in the direction sought with a large enough effect; inconclusive = small, poorly fitted or top-dose-only effect, or another doubt; inactive = no such curve, though single readings can be large; an effect the other way counts as inactive or inconclusive. Potency is read from the fitted curve at half-maximal effect. Not all compounds are listed. The share of hits here may be higher or lower than overall.

No.	GLS inhibitor	Pin1 inhibitor	HP1b chromo inh	JMJD2A Tudor	POLI inh	BLM helicase inh	PGK inhibitor	BAZ2B block	G9a inh	SMILES
1	-6%	-2%	33%	-14%	?	-1%	.	0%	?	CC(C)(C)NC(=O)CCn1nc(-c2ccc(Cl)cc2)c2ccccc2c1=O
2	2%	19%	-4%	-22%	5%	-9%	8%	-29%	-2%	Cc1cccc(N2C(=O)N3[C@H](c4ccc(Cl)cc4)[C@@H]4C(=O)N(C5CCCCC5)C(=O)[C@@H]4[C@]3(Cc3ccc(Cl)cc3)C2=O)c1
3	2%	?	-30%	?	40µM*	-18%	-1%	?	16µM*	COc1cccc(=O)c2c(C)n(C)c(C)c12
4	1%	-3%	22%	-19%	?	0%	-8%	5%	-3%[12.7 µM]	CC(=O)N(CCCN(C)C)CCC(C)CCC=C(C)C (centres undefined)
5	7%	2%	24%	-2%	23%	.	2%	-4%	55%[activator][2.33 µM]	Cc1cc(Br)ccc1NC(=O)CN(C)C(=O)CCSc1ccc(F)cc1
6	18%	45%[activator]	15%	-20%	?	-4%	i	-26%	-26%	Cc1ccc(S(=O)(=O)NC2c3cccc4cccc(c34)C2Sc2n[nH]c(N)n2)cc1 (centres undefined)
7	5%	-7%	35%	5%	4%	-2%	4%	5%	1%	CCOc1ccccc1NC(=O)Cn1cnc2c(cnn2-c2ccc(C)c(C)c2)c1=O
8	.	-12%	15%	3%	22%	-2%	-1%	-1%	45%[12.7 µM]	CCOc1ccccc1NC(=O)CSc1nnc(-c2cnccn2)n1C
9	2%	-8%	33%	-8%	42%[activator]	-15%	-10%	26%	-43%[2.33 µM]	CCOC(=O)COc1ccc(S(=O)(=O)Nc2ccc(C)cc2)cc1
10	?	3%&0%	12%&24%	-3%&-17%	217%&-2%[activator]	-6%&-5%	9%&0%	3%&-12%	7%	COc1cc(CNc2ccc3[nH]c(=O)[nH]c3c2)ccc1OCc1ccc(F)cc1Cl
11	-11%	0%	23%	0%	48%[activator]	-5%	-8%	-5%	.	CCN1CCN(C(=O)c2ccc(C)c(S(=O)(=O)Nc3cccc(C)c3)c2)CC1
12	-1%	-1%	27%	-20%	-2%	0%	17%	2%	?	O=C(CSc1nc2ccccc2s1)N1CCOCC1
13	-11%	-3%	?	2.8µM*	4%	3%	-9%	?	8.9µM*	CCOC(=O)C1CCCN(Cc2cccc(Cl)c2)C1 (centres undefined)
14	4%	22%	-2%	-25%	70%[activator]	-2%	-3%	0%	25%[12.7 µM]	COc1ccc(-c2nn(-c3ccccc3)cc2/C=C/C(=O)OCC(=O)Nc2ccccc2C#N)cc1
15	0%	-3%	0%	?	-10%	-2%	2%	?	-8%[12.7 µM]	Cc1ccc(-c2nc(C#N)c(NCCCn3ccnc3)o2)cc1
16	-2%	10%	21%	-9%	2%	-6%	-1%	-6%	18%[59 µM]	Cc1ccc(Cl)cc1NC(=O)C1CCN(C(=O)c2cnn(-c3ccccc3)c2-n2cccc2)CC1
17	?	?	-14%	-3%[11.4 µM]	54%[activator]	-3%	-4%	?	22µM*	O=C1ON=C(c2cccc([N+](=O)[O-])c2)/C1=C/c1ccc(O)cc1
18	9%	2%	-12%	-10%	0%	2%	-9%	-4%	26%[59 µM]	COc1ccccc1-c1coc2cc(OC(=O)/C=C/c3ccccc3)ccc2c1=O
19	6%	-11%	25%	2%	42%[activator]	0%	.	-36%	38%	CC(C)CCNC1=NCCCCC1
20	-6%	12%	30%	-4%	7%	-8%	i	-5%	-5%[59 µM]	COc1ccc(Cn2c(C)cc3c(c2=O)C(c2cccs2)C(C#N)=C(N)O3)cc1OC (centres undefined)
21	3%	14%	8%[57 µM]	-19%	-1%	-4%	5%	-11%	3%[59 µM]	CCOc1ccc(Br)cc1S(=O)(=O)Nc1cccc(-c2ccc(OC)nn2)c1
22	6%	-2%	26%	-5%	1%	0%	i	-16%	0%	CCc1ccccc1-n1cnc2cc(C(=O)O)ccc21
23	14%	0%	24%	-12%	-1%	2%	-11%	-19%	-1%	O=C(COC(=O)c1ccc(NS(=O)(=O)c2ccc(Br)s2)cc1)NC1CCCC1
24	0%	-6%	22%	-4%	46%[activator]	-3%	4%	-17%	2%	Cc1ccc(NC(=O)CSc2nnc(-c3ccco3)o2)c(C)c1
25	-4%	1%	15%	-16%	1%	-4%	-2%	-12%	13%[59 µM]	Fc1ccc(CN2CCCN(C(=S)Nc3ccc(F)cc3)CC2)cc1
26	9%	3%	13%	-10%	18%	2%	-3%	1%	6%	O=C(N/C(=C/c1cccs1)C(=O)N1CCOCC1)c1ccco1
27	30%	-3%	22%	-15%	-1%	.	-1%	.	.	O=C1NCC(Nc2ccccc2)C(=O)N1 (centres undefined)
28	-7%	3%	13%	-7%	29%	0%	0%	-11%	-2%	CC(=O)Cn1c(=O)oc2ccccc21
29	-6%	-11%	35%[activator]	5%	37%[activator]	-2%	7%	-16%	-5%	CC1CN(S(=O)(=O)c2cccc(C(F)(F)F)c2)CN1C(=O)N1CCOCC1 (centres undefined)
30	6%	-2%	12%	-12%	8%	0%	-1%	3%	12%[2.33 µM]	O=C(c1cccc(F)c1)N1CCCC(C(=O)N2CCCC2)C1 (centres undefined)
31	10%	-10%	-5%	?	12%	-1%	4%	8%	-12%	COc1ccc(CNC(=O)COC(=O)c2cccnc2Nc2cccc(C(F)(F)F)c2)cc1
32	12%	0%	17%	-9%	-10%	-2%	-7%	.	?	CCOC(=O)N1CCN(c2cc(=O)n(-c3cccc(C)c3)c(=O)[nH]2)CC1
33	-5%	0%	46%[activator]	0%	29%	-2%	-3%	-1%[57.1 µM]	-2%[59 µM]	COc1ccccc1Cn1cc(C(=O)c2ccc(F)cc2)c(=O)c2cc3c(cc21)OCO3
34	-1%	-3%	9%	-20%	-12%	-5%	-6%	-9%	1%	Cc1ccc(S(=O)(=O)NC(C)CCc2ccccc2)cc1C(N)=O (centres undefined)
35	4%	-6%	23%	-6%	51%[activator]	-3%	-3%	-14%	-44%[59 µM]	CCOc1ccc(NC(=O)c2ccc(CSc3nnnn3C)cc2)cc1
36	25%	-4%	27%	32µM*	-15%	.	-1%	2%	?	O=C(c1ccc(S(=O)(=O)Nc2ccccc2F)cc1)N1CCN(c2ccccc2O)CC1
37	4%	5%	40%[activator]	-4%	38%[activator]	-5%	-11%	9%	-10%	Cn1cc(S(=O)(=O)CC(=O)Nc2ccc(Br)cc2)c2ccccc21
38	-6%	-9%	-2%	-17%	-5%	1%	-9%	-16%	-28%[59 µM]	COC(=O)C1CCN(C(c2ccccc2)c2sc3nc(-c4ccco4)nn3c2O)CC1 (centres undefined)
39	-9%	-4%	40%[activator]	-14%	1%	.	i	7%	6%[0.501 µM]	CCN(CC(=O)NCc1cccs1)CC(=O)Nc1c(Cl)ccc(C)c1Cl
40	-12%	3%	54%[activator]	-11%	20%	-4%	-6%	-11%	19%	CCCn1cc(S(=O)(=O)c2ccc(C)cc2)c(=O)c2cc(OCC)ccc21
41	-9%	-7%	19%	-13%	9%	-11%	9%	-3%	17%[59 µM]	CCOc1ccc(CNC(=O)CCn2cccn2)cc1OC
42	7%	15%	44%[activator]	-11%	-12%	-5%	3%	-10%	?	COc1ccc(C2CC(c3cccs3)=NN2C(=O)CCl)cc1OC (centres undefined)
43	-1%	-8%	13%	1%	?	.	-7%	9%	3%[12.7 µM]	Cc1ccc(C(=O)OCC(=O)Nc2cccc(S(=O)(=O)N3CCOCC3)c2)o1
44	6%	?	24%	-8%	-10%	-2%	i	5%	-8%	CC(=O)c1cccc(NC(=O)C2CCCN(S(=O)(=O)c3cccc4nonc34)C2)c1 (centres undefined)
45	-1%	3%	22%	-15%	12%	-3%	-3%	0%	-10%[59 µM]	CC(=O)c1cccc(NC(=O)N2CCCc3ccccc32)c1
46	2%	-4%	64%[activator]	20%	8%	-5%	-9%[11.5 µM]	.	0%[59 µM]	Cn1c(SCc2ccc(C#N)cc2Cl)nc2ccccc21
47	-6%	-6%	10%	-6%	34%[activator]	-7%	i	-2%	16%	COc1ccccc1NC(=O)Cc1nnc(SCC(=O)NC2CCCCC2C)n1C (centres undefined)
48	45%[activator]	-1%	-21%	-30%	-17%	0%	-16%	7%	7%	COC(=O)CCNc1ccc2c(c1)OCCO2
49	?	-7%	18%	16µM*	26%	.	9%	.	.	S=c1[nH]ncn1NCc1cccc(Br)c1
50	-4%	2%	22%	-13%	-2%	-9%	-15%	-30%	31%[59 µM]	Cc1cccc(NC(=S)N(CCCN2CCOCC2)C(C)c2cc3ccccc3o2)c1C (centres undefined)
51	-12%	-1%	34%	-2%	4%	0%	-4%	3%	16%[59 µM]	CC(=O)c1cccc(NC(=O)CC2CCCC2)c1

Sorted by molecular weight (largest number first): 3 of the compounds above.
No.	GLS inhibitor	Pin1 inhibitor	HP1b chromo inh	JMJD2A Tudor	POLI inh	BLM helicase inh	PGK inhibitor	BAZ2B block	G9a inh	SMILES
11	-11%	0%	23%	0%	48%[activator]	-5%	-8%	-5%	.	CCN1CCN(C(=O)c2ccc(C)c(S(=O)(=O)Nc3cccc(C)c3)c2)CC1
30	6%	-2%	12%	-12%	8%	0%	-1%	3%	12%[2.33 µM]	O=C(c1cccc(F)c1)N1CCCC(C(=O)N2CCCC2)C1 (centres undefined)
19	6%	-11%	25%	2%	42%[activator]	0%	.	-36%	38%	CC(C)CCNC1=NCCCCC1

Some values from the entries so far.
COC(=O)CCNc1ccc2c(c1)OCCO2 @ G9a inh = 7%
O=C1NCC(Nc2ccccc2)C(=O)N1 (centres undefined) @ HP1b chromo inh = 22%
Cc1cccc(NC(=S)N(CCCN2CCOCC2)C(C)c2cc3ccccc3o2)c1C (centres undefined) @ Pin1 inhibitor = 2%
COC(=O)C1CCN(C(c2ccccc2)c2sc3nc(-c4ccco4)nn3c2O)CC1 (centres undefined) @ POLI inh = -5%
